GPR55 antagonists: GPR55 antagonists blocking LPI-driven arrestin recruitment, primary screen, imaging, U2OS, beta-arrestin-GFP, LPI agonist (AID 2013). U2OS GPR55 beta-arrestin-GFP translocation imaging, LPI antagonism; higher % means a stronger effect. inhibition, % at 10 µM; hits with a dose series show IC50 in µM. 290,000 tested, 0.13% active;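 active = spots per cell inhibited over 60%, with over 100 cells counted and total cytoplasm intensity under 500,000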;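 note: U2OS cells stably carrying GPR55 and arrestin-GFP stimulated by 5 µM LPI near EC80; imaged beta-arrestin-GFP aggregate spots per cell after agonist stimulation; plate controls were LPI-stimulated DMSO wells for no effect and DMSO wells without LPI for full effect; some results filed as inactive read as strong as hits; confirmed hits need IC50 under 10 µM and bright autofluorescent wells are also inconclusive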
Myeloid diff 2: compounds promoting myeloid differentiation; 360,000 tested, 1% active; ER-HoxA9 myeloid progenitors, lysozyme-GFP differentiation, flow cytometry; calls only at 10 µM; AID 624256;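 active = normalized GFP-positive differentiation at or above the plate's own cutoff, the solvent-only control mean plus 3 SD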;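 note: cells exposed to compound for four days before flow analysis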
KOR beta-arrestin-1: KOR agonists, beta-arrestin recruitment, primary screen, cell-based, luminescence, uHTS (AID 1777); KOR beta-arrestin recruitment, luminescence; higher % means a stronger effect; activation, % at 10 µM, or EC50 in µM where a hit was titrated; 280,000 tested, 0.02% active; in the data active = activation above about 50%, passing the limit was not always enough; note: a part of the inactive calls stands beside numbers as strong as those of hits
GPR55 activation: GPR55 agonists via beta-arrestin recruitment, primary screen, imaging, U2OS cells, beta-arrestin-GFP redistribution (AID 1961). U2OS GPR55 beta-arrestin-GFP redistribution imaging; higher % means a stronger effect. activation, % at 10 µM; hits with a dose series show EC50 in µM. 290,000 tested, 0.048% active;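 active = activation above 40% with more than 50 cells counted in the well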;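 note: U2OS osteosarcoma cells stably expressing GPR55 and beta-arrestin-GFP; plate controls were DMSO negative control for no effect and LPI positive control for full effect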
KOR beta-arrestin-2: kappa opioid receptor blockers – cell-based, luminescence, uHTS (AID 1778); KOR beta-arrestin recruitment, luminescence, antagonist mode; higher % means a stronger effect; inhibition, % at 10 µM, or IC50 in µM where a hit was titrated; 290,000 tested, 0.091% active; note: strong numbers were not always called active
NTR1 ag: NTR1-driven beta-arrestin-GFP spot formation – imaging, U2OS cells, high content, primary screen (AID 493036) | P30989 | agonist mode | activation, % at 20 µM | 330,000 tested, 0.17% active;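 active = activation at or above 40% of the spot to cytoplasm intensity ratio, with at least 20 cells analyzed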;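 note: 0% = DMSO without peptide and 100% = 100 nM NTR1 peptide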
Target sequence (P30989 whole entry, looked up): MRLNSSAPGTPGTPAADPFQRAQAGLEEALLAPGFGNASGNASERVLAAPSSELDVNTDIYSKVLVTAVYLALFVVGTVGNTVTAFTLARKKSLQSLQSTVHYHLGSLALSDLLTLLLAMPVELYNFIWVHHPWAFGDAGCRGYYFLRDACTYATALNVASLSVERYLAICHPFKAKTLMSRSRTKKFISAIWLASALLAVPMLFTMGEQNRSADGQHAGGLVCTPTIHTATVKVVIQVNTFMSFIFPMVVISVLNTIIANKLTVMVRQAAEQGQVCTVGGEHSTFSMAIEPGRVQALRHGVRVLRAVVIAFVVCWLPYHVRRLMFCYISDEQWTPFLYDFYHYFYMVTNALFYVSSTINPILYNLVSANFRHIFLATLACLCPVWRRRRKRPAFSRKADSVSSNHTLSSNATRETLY
NOD1 inhibition: inhibition of NOD1-driven NF-kB reporter – cell-based, luminescence, uHTS, primary screen (AID 1578). one-dose inhibition, % at 4 µM; EC50 in µM for titrated hits. NOD1-driven NF-kB luciferase reporter cells, luminescence; higher % means a stronger effect. 290,000 tested, 1% active; in the data active = inhibition mostly above about 36%, no sharp cut-off; inactive = mostly below about 34%;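 note: HEK-293T reporter cells stimulated with the NOD1 agonist gamma-tri-DAP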
T cell HTS: T cell immune modulators affecting CD8 T cell-vesicle binding; 2C CD8+ T cell-vesicle binding, flow cytometry; hits give low values; calls only at 7 µM; 330,000 tested, 0.068% active;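 active = response, share of CD8 T cells binding vesicles, and their 90th percentile fluorescence all below set limits, cut at about 80% in these data, passing the limit was not always enough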
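material = purified 2C TCR transgenic mouse naive CD8+ T cells | controls = Unloaded micro-vesicles (low), QL9 vesicles with 0.7% DMSO (high) | detection = cytometric PE anti-B7-1 and Alexa647 anti-CD8 signals after 1% paraformaldehyde fixation | incubation = binding step 1.5 h, 37 °C, antibody labelling 20 min, ice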
NOD2 inhibition: NOD2 signaling inhibitors, cell-based, luminescence, uHTS, HEK293 (AID 1566). HEK293 NOD2/NF-kB luciferase reporter, luminescence; higher % means a stronger effect. inhibition, % at 4 µM, or EC50 in µM where a hit was titrated. 290,000 tested, 0.63% active; note: many of its hits are not listed in these tables
T cell HTS vesicle-bound %: recorded beside T cell HTS, whose call it bears; double positive events, %; measured here: CD8+ vesicle-bound cell fraction;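 binding gate set so that unloaded-vesicle control wells show 10% double positive cells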
NTR1 ag cell count 20 µM: second read-out of NTR1 ag, no call of its own (marks repeat the call); cell count; measured here: cell count, cytotoxicity flag
Myeloid diff 2 GFP+ MAC1+ %: recorded beside Myeloid diff 2, whose call it bears; GFP+ MAC1+ double positive, %; measured here: differentiation confirmed by MAC1 staining
An asterisk follows results filed as active; i = inactive; . = no result given; + = active, no number; [ ] = remark or other dose. Cut-off read from the data, not from the text of the source, unless noted: active = inhibition above about 50%; inactive = the rest. This is a subset, so the mix of outcomes need not match the whole.

SMILES	GPR55 antagonists	Myeloid diff 2	Myeloid diff 2 GFP+ MAC1+ %	KOR beta-arrestin-1	GPR55 activation	KOR beta-arrestin-2	NTR1 ag	NTR1 ag cell count 20 µM	NOD1 inhibition	T cell HTS	T cell HTS vesicle-bound %	NOD2 inhibition
CC(=O)O[C@]1(C(C)=O)CCC2C3CCC4=C/C(=N/OCC(=O)O)CC[C@]4(C)C3CC[C@@]21C (stereo partly specified)	4%	i	1.4	-3.4%	-0.1%	-2%	0.4	56	-1%	i	10	16%
CCOC(=O)c1ccc(S(=O)(=O)NCC(c2ccc(N(C)C)cc2)c2c[nH]c3ccccc23)cc1 (stereo unspecified)	1%	i	1.1	3.2%	0.2%	-42%	12	44	-25%	i	8	-4%
CCOc1ccc(CCNC(=O)CCC(=O)N2CCOc3ccc(C)cc32)cc1OCC	8%	i	2.9	4.0%	-0.1%	-10%[20 µM]	2.1	50	0%	i	9	11%
Cc1cc(C)c(C#N)c(SCC(=O)Nc2nonc2N)n1	-6%	i	0.0	-3.1%	0.2%	-2%	-0.9	42	1%	i	26	-6%
CCn1c(SCC(N)=O)nc2c1c(=O)n(C)c(=O)n2C	-11%	i	6.1	5.2%	-0.1%	-12%	-0.1	56	.	i	11	8%
O=C(CN1CCN(CC(=O)Nc2ccc(-c3ccccc3)cc2)CC1)Nc1ccc(F)cc1	-2%	i	0.2	-3.5%	-0.1%	-2%	1.8	52	-4%	i	27	-4%
CCc1ccccc1N1C(=O)[C@@H]2Cc3ccccc3CN2C1=O	14%	i	0.0	4.8%	-0.1%	8%	0.0	52	-11%	i	15	13%
CC(C)C(NS(=O)(=O)c1c(Cl)cccc1Cl)C(=O)OCC(=O)c1c[nH]c2ccccc12 (stereo unspecified)	28%	+	0.4*	0.4%	0.1%	-12%	5.0	47	29%	i	18	14%
O=C(Cn1nnc(-c2ccccc2)n1)N1CCN(c2ccc(F)cc2)CC1	6%	i	0.4	4.9%	0.4%	-70%	2.0	58	-9%	i	17	3%
CCCn1cc(SCC(=O)Nc2ccc3c(c2)OCO3)c2ccccc21	2%	i	2.8	-1.8%	0.2%	6%	0.1	90	-13%	i	16	-16%
c1ccc(Cn2cc(CN3CCCO3)c(-c3ccc4c(c3)OCO4)n2)cc1	2%	i	0.4	-1.1%	0.3%	5%	1.4	55	-30%	i	38	8%
COC(=O)C(C(=O)OC)c1ccccc1[N+](=O)[O-]	3%	i	1.0	-2.2%	0.0%	12%	-2.0	67	-12%	i	52	12%
CCOC(=O)c1[nH]cnc1C(=O)O	-1%	i	0.4	-3.2%	-0.1%	21%	-0.8	56	-7%	i	40	-8%
CCCN(CC(=O)Nc1ccccc1C)C(=O)/C=C/c1cccs1	3%	i	0.9	6.7%	-0.3%	-34%	2.3	68	-20%	i	9	6%
Cc1ccc(OCc2ccc([N+](=O)[O-])cc2)c([N+](=O)[O-])n1	7%	i	0.4	0.4%	0.0%	31%	2.4	61	-71%	i	70	-36%
CO/N=C/c1ccc(Sc2ccccc2N)c([N+](=O)[O-])c1	17%	i	1.0	-4.4%	-0.1%	4%	-2.6	75	7%	i	42	19%
CC(C)NC(=O)c1ccc(OC2CSC2)cc1	6%	i	0.9	0.2%	0.0%	-19%	-2.0	47	-34%	i	51	-5%
Cc1n[nH]c(=S)n1/N=C/c1ccccc1	1%	i	0.4	-4.0%	0.1%	0%	6.8	61	-36%	i	53	11%
CCOC(=O)c1cn(-c2nc(-c3ccc(Cl)c(Cl)c3)cs2)c2c(F)c(N3CCOCC3)c(F)cc2c1=O	4%	i	0.5	1.9%	-0.3%	-21%	0.6	90	-9%	i	35	-17%
CCNC(=O)c1cc2ccccc2o1	11%	i	0.0	0.1%	-0.1%	38%	2.3	43	-30%	i	6	10%
C=CCNC(=O)C1COc2ccccc2O1 (stereo unspecified)	-3%	i	0.2	2.0%	-0.6%	6%	1.4	51	-8%	i	19	8%
COc1ccc(NC(=O)C(Sc2nnc(-c3ccncc3)n2-c2ccccc2C)c2ccccc2)cc1Cl (stereo unspecified)	1%	i	1.1	-1.3%	-0.2%	24%	3.0	75	-50%	i	48	-27%
COc1ccc(NC(=O)c2cc3ccccc3o2)cc1	7%	i	0.8	5.9%	0.2%	0%	0.2	49	-56%	i	54	-86%
Cc1ccc(NC(=O)CN2C(=O)NC(Cc3ccccc3)C2=O)cc1 (stereo unspecified)	-1%	i	0.6	8.3%	-0.2%	-11%	0.3	52	-18%	i	41	2%
O=C(CSc1ncccn1)Nc1ccc(N2CCOCC2)cc1	35%	i	0.5	-4.7%	0.0%	-16%	-1.5	29	2%	i	14	15%
(list continues)
SMILES	GPR55 antagonists	Myeloid diff 2	Myeloid diff 2 GFP+ MAC1+ %	KOR beta-arrestin-1	GPR55 activation	KOR beta-arrestin-2	NTR1 ag	NTR1 ag cell count 20 µM	NOD1 inhibition	T cell HTS	T cell HTS vesicle-bound %	NOD2 inhibition
CNC(=S)NNC(=O)c1cccn(Cc2cccc(Cl)c2)c1=O	4%	i	1.1	0.1%	-0.1%	5%	-1.3	87	8%	i	51	21%
Cc1ccn2cc(CCNC(=O)c3ccc(Br)o3)nc2c1	13%	i	2.5	-2.3%	-0.1%	11%	5.6	61	-5%	i	22	-14%
O=C(NCCN1CCN(c2cccc(Cl)c2)CC1)C1CCCN(S(=O)(=O)c2cnc[nH]2)C1 (stereo unspecified)	-3%	i	2.1	5.1%	-0.1%	15%	-1.7	51	-11%	i	50	2%
COc1ccccc1CN1C[C@@H]2C[C@@H](c3[nH]c4c(C)cccc4c3C)N3CCC[C@@]23C1=O	5%	i	0.1	2.4%	-0.2%	-22%	3.5	77	-23%	i	51	6%
COc1ccccc1NC(=O)CSc1nc(N)c(C#N)cc1C#N	2%	i	0.1	-2.2%	0.1%	2%	0.9	42	-31%	i	65	-2%
COc1ccc(-n2c(=O)c3ccccc3n(Cc3ccc(F)cc3)c2=O)cc1OC	1%	i	0.7	6.9%	-0.1%	-42%	0.2	77	17%	i	32	10%
CCOc1cc(/C=C2\C(=O)N(Cc3ccc(C)cc3)C(C)=C2C(=O)OC)ccc1O	0%	i	1.3	1.3%	2.3%	13%	16	50	23%	i	58	11%
O=C(CNC(=O)c1ccccc1Cl)N/N=C/c1ccc2c(c1)OCO2	1%	i	0.7	2.2%	-0.1%	-13%	1.1	53	-8%	i	27	-29%
Cc1ccc(C2CC(c3cccs3)=NN2C(=O)c2ccc(Br)o2)cc1 (stereo unspecified)	13%	i	1.2	8.5%	-0.1%	-24%	5.2	46	21%	i	32	-21%
CCOc1ccccc1C1CC(=O)NC2=C1C(=O)CC(C)(C)C2 (stereo unspecified)	5%	i	0.7	-1.8%	-0.2%	6%	-0.9	50	-3%	i	58	12%
CC1(C)CC(=O)C2=C(C1)Nc1ccccc1N(C(=O)C1CC1)C2c1ccco1 (stereo unspecified)	-7%	i	0.6	.	-0.1%	-51%[20 µM]	1.4	47	7%	i	61	-14%
O=C1c2ccccc2C(Nc2cccnc2)N1Cc1ccc2c(c1)OCO2 (stereo unspecified)	8%	i	3.3	-2.5%	-0.1%	38%	2.6	34	4%	i	42	14%
Cc1cccc(-c2nc(CS(=O)CC(=O)NCCc3ccccc3)c(C)o2)c1 (stereo unspecified)	12%	i	0.5	4.3%	-0.2%	-59%	-0.7	42	5%	i	8	9%
CN(C)CCSc1nc(O)c(-c2ccccc2)c(=O)n1-c1ccccc1	-5%	i	0.6	-2.5%	-0.3%	14%	-0.7	63	-9%	i	2	-4%
O=C(NCCCn1ccnc1)c1cc2cc([N+](=O)[O-])ccc2oc1=O	7%	i	2.3	1.4%	-0.2%	12%	4.4	72	1%	i	34	5%
CCOc1ccc(C2C=C(c3ccc(F)cc3)Nc3ncnn32)cc1 (stereo unspecified)	8%	i	1.8	0.7%	-0.1%	12%	1.9	66	-17%	i	28	-2%
CCCCN(C(=O)CCCc1nc2ccccc2c(=O)[nH]1)c1c(N)n(CCCC)c(=O)[nH]c1=O	22%	i	1.3	-2.5%	-0.1%	4%	-0.3	64	-22%	i	10	2%
COc1ccc(C(=O)N/C(=C\c2cn(S(=O)(=O)N(C)C)c3ccccc23)C(=O)NCCN2CCOCC2)cc1OC	17%	i	1.9	-0.1%	0.2%	-10%	-0.4	69	-11%	i	20	12%
O=C(CSc1nc2ccccc2c(=O)n1-c1ccccc1)c1c[nH]c2ccccc12	5%	i	0.7	5.6%	-0.3%	5%	0.5	91	-44%	i	64	12%
CCCOC(=O)C1=C(C)NC2=C(C(=O)CCC2)C1c1ccc(N(C)C)cc1 (stereo unspecified)	3%	i	1.1	7.6%	-0.1%	23%	-0.2	39	8%	i	53	17%
Cc1ccccc1N1CCN(c2ncnc3scc(-c4cccs4)c23)CC1	1%	i	3.1	3.7%	-0.1%	0%	8.0	63	4%	i	25	26%
NS(=O)(=O)c1ccc(NC(=O)COC(=O)CCc2ccc(S(=O)(=O)N3CCOCC3)cc2)cc1	3%	i	0.6	-0.6%	0.1%	-13%	-1.1	50	-10%	i	48	-3%
Cc1cc(=O)oc2cc(OCC(=O)NC3CC(C)(C)NC(C)(C)C3)ccc12	2%	i	0.7	2.1%	-0.2%	-11%	1.8	51	-26%	i	4	9%
Cc1ccccc1C(=O)NC(=S)Nc1ccccc1C(=O)O	13%	i	0.9	-3.0%	-0.1%	5%[20 µM]	-0.6	52	-25%	i	38	27%
O=C(CSc1nnc(-c2ccccc2Br)o1)Nc1cccc2ccccc12	14%	i	1.0	1.4%	-0.2%	17%	0.6	94	-22%	i	50	-6%
Cc1ccccc1-c1nnc(CN2CCN(C(=O)c3ccco3)CC2)o1	-7%	i	0.3	5.4%	-0.2%	-56%	-1.1	49	24%	i	28	-8%
COc1cccc(/C=N/N2CCN(C3c4ccccc4-c4ccccc43)CC2)c1O	15%	i	0.3	0.7%	-0.1%	14%	1.4	66	-6%	i	51	6%
